Source: PubChem BioAssay (several laboratories)
NTR1 ag: agonists of NTR1, primary screen, imaging, U2OS cells, beta-arrestin-GFP, high content (AID 493036); P30989; NTR1-U2OS beta-arrestin-GFP spot imaging, agonist mode; activation, % at 20 µM; 330,000 compounds, 0.17% hits;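 active means activation at or above 40% of the spot to cytoplasm intensity ratio, with at least 20 cells analyzed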;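 further: 0% = DMSO without peptide and 100% = 100 nM NTR1 peptide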
Target sequence (P30989 whole entry, looked up): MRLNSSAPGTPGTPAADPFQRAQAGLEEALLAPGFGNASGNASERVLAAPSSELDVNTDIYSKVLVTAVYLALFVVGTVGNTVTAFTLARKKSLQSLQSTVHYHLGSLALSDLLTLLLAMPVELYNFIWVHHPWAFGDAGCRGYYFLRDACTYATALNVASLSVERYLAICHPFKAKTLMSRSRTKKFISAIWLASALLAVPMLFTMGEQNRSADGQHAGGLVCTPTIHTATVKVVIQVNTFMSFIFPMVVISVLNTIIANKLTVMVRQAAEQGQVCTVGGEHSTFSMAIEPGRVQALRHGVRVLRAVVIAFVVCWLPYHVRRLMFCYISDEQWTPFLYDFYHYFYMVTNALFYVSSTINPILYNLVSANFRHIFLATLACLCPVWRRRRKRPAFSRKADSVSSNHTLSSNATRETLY
K1F lysis inhibition: inhibition of K1F phage lysis, E. coli UTI89, bacterial capsule biogenesis inhibitors, alamar blue (AID 488966). E. coli UTI89 K1F phage lysis, alamar blue, 2 h; higher % means a stronger effect. inhibition, % at 100 µM; hits with a dose series show IC50 in µM. 340,000 compounds, 0.02% hits;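 active means phage lysis inhibition, versus mean bacterial control, above a set limit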;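 further: capsule biogenesis inhibitors block K1F phage lysis so surviving cells raise fluorescence; higher fluorescence means more inhibition of phage lysis; actives were called in the ten point dose series up to 300 µM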
Rac1 GTP hydrolysis: MgcRacGAP GTPase-activating activity inhibitors, confirmation, biochemical, ADP Hunter fluorescence; MgcRacGAP-stimulated Rac1 GTP hydrolysis, ADP Hunter fluorescence; higher % means a stronger effect; GST-tagged Rac1 F28L mutant substrate; inhibition, % at 30 µM, or IC50 in µM where a hit was titrated; 340,000 compounds, 0.6% hits;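 active means first-screen hits whose inhibition reached a set limit at any dose in the follow-up dose series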;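 further: fluorescence reports GDP produced by GAP-driven GTP hydrolysis; strong numbers were not always called active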
NTR1 ag cell count 20 µM: second read-out of NTR1 ag, no call of its own (marks repeat the call); cell count; measured here: cell count, cytotoxicity flag
Numbers without * were called inactive; [ ] = another dose, or the depositor's remark. Only part of the results is shown (hit frequency here may not be typical).

Values in the order – NTR1 ag	NTR1 ag cell count 20 µM	K1F lysis inhibition	Rac1 GTP hydrolysis
> Cn1c(N)c(C(=O)COC(=O)c2ccccc2C(=O)c2ccc(Cl)cc2)c(=O)n(C)c1=O
  10.5	56	-1.7%	3.6%
> CC1(NC(=O)Cc2c(Cl)cccc2Cl)CCS(=O)(=O)C1 (stereo not given)
  2.9	51	1.0%[50 µM]	6.5%
> CN(CC(=O)Nc1cccc(F)c1)CC(=O)N1CCCCC1
  2.7	47	0.9%[50 µM]	5.1%
> Cn1c(SCC(=O)Nc2nccs2)nnc1-c1cccnc1
  -1.1	68	3.3%	-3.2%
> Cc1cccc(NC(=O)CSCC(=O)Nc2ccccc2N2CCCCC2)c1
  8.4	59	-0.1%[50 µM]	2.7%
> CC(C)[C@H]1COCCS(=O)(=O)N1Cc1ccccc1-c1ccc(C(C)(C)C)cc1
  10.0	61	0.0%	4.7%
> O=C(NCc1ccccn1)c1cc(S(=O)(=O)N2CCCCC2)ccc1Cl
  -1.0	53	0.4%[50 µM]	1.9%
> NC1=NC(=O)/C(=C/c2ccccc2OCC(=O)Nc2ccc(F)cc2)S1
  -1.7	56	-3.5%	-1.3%
> Cc1cc(C(=O)N(C)CC(=O)Nc2ccc(Cl)c(C(F)(F)F)c2)no1
  -0.1	48	1.5%[50 µM]	8.1%
> CN(CC(=O)Nc1ccc(Cl)c(C(F)(F)F)c1)CC(=O)NC1CCCCC1
  1.4	48	-0.7%[50 µM]	2.6%
> CSCCC(NC(=O)c1ccccc1Cl)C(=O)N1CC(C)OC(C)C1 (stereo not given)
  2.8	50	1.1%[50 µM]	2.1%
> Cc1ccc(S(=O)(=O)NCCC(=O)Nc2ccncc2)cc1C
  0.8	70	2.2%[50 µM]	8.5%
> O=C(COC(=O)c1ccc(S(=O)(=O)N2CCCCC2)cc1)Nc1ccccc1
  -1.1	58	0.3%[50 µM]	0.1%
> CCCN(CC(=O)Nc1ccccc1C)C(=O)c1ccc(OCc2c(C)noc2C)cc1
  0.5	67	0.8%[50 µM]	5.7%
> CC1(c2nnc(-c3ccncc3)o2)CC(c2cccnc2)=NO1 (stereo not given)
  -0.9	97	0.4%	4.0%
> CN(Cc1cccs1)C(=O)c1ccc(Cl)c(S(=O)(=O)N2CCCCCC2)c1
  0.9	74	1.7%	1.0%
> O=C1COc2ccc(C(=O)COC(=O)CNS(=O)(=O)c3cccc(F)c3)cc2N1
  -2.2	67	0.6%[50 µM]	5.3%
> CCSc1nc(-c2ccccc2)cc(=O)[nH]1
  1.7	61	0.5%	6.3%
> Cc1cccc(NC(=O)CN2C(=O)NC3(CCCCCCC3)C2=O)c1C
  3.7	65	-0.3%	5.2%
> Cc1cccc(N(Cc2ccccc2)C(=O)c2ccc(C)c(S(=O)(=O)N3CCOCC3)c2)c1
  9.6	43	-0.3%[50 µM]	4.3%
> CC(=O)Nc1ccc(S(=O)(=O)NCC(=O)NNC(=O)COc2c(C)cccc2C)cc1
  0.9	66	0.9%[50 µM]	5.4%
> COc1ccc([C@@H]2CC=C(C(=O)O)[C@H](c3cccc(Cl)c3)N2S(=O)(=O)c2ccc(C)cc2)cc1OC
  1.8	73	-0.3%	4.4%
> COc1ccc(NC(=O)COC(=O)c2cc(S(=O)(=O)N3CCCC3)ccc2O)cc1
  0.7	53	-0.2%	4.6%
> CC1CCCC(NC(=O)COC(=O)CCC(=O)c2cccs2)C1C (stereo not given)
  -0.4	48	-0.5%	5.2%
> CCCn1c(C)cc(/C=C(\C#N)C(=O)OCC(=O)Nc2cccc(S(N)(=O)=O)c2)c1C
  7.7	49	1.6%[50 µM]	11.0%
> COc1cccc(NC(=O)c2ccc(N3C(=O)C4CC=CCC4C3=O)cc2)c1 (stereo not given)
  -1.3	54	-2.3%	9.1%
> C[C@@H]1O[C@@H](O[C@H]2[C@H](O)[C@@H](O)[C@H](Oc3c(-c4ccc(O)c(O)c4)oc4cc(O)cc(O)c4c3=O)O[C@@H]2CO)[C@H](O)[C@H](O)[C@H]1O
  -0.1	57	0.6%	12.6%
> O=C(Nc1ccccc1)[C@@H]1CC=C[C@@H]2CCN(Cc3ccc(Cl)c(Cl)c3)C(=O)[C@@H]21
  12.1	92	1.4%	12.3%
> C#CCOCCOCCOCCNc1nc(N2CCN(C(=O)[C@H](CCC(=O)O)n3cc([C@@H](N)[C@H](C)CC)nn3)CC2)nc(N2CCN(C(=O)[C@H](CCC(=O)O)n3cc([C@@H](N)CCSC)nn3)CC2)n1
  -1.1	51	0.3%	4.8%
> CSCCC(NC(=O)c1ccco1)C(=O)NCC(c1ccco1)N1CCCCC1 (stereo not given)
  -1.0	72	0.2%[50 µM]	0.6%

Compound profiles, as listed above. Order of values: NTR1 ag, NTR1 ag cell count 20 µM, K1F lysis inhibition, Rac1 GTP hydrolysis
Results for `CSCCC(NC(=O)c1ccccc1Cl)C(=O)N1CC(C)OC(C)C1` (stereo not given) : 2.8, 50, 1.1%[50 µM], 2.1%
Results for `Cc1cccc(NC(=O)CSCC(=O)Nc2ccccc2N2CCCCC2)c1` : 8.4, 59, -0.1%[50 µM], 2.7%
Results for `Cc1cc(C(=O)N(C)CC(=O)Nc2ccc(Cl)c(C(F)(F)F)c2)no1` : -0.1, 48, 1.5%[50 µM], 8.1%

Continued:
Values in the order – NTR1 ag	NTR1 ag cell count 20 µM	K1F lysis inhibition	Rac1 GTP hydrolysis
> CN(C(=O)c1ccc(NC(=O)Cc2ccc(NC(=O)C3CCN(C(=O)C4CCCC4)CC3)cc2)cc1)C1CC1
  -0.6	53	0.0%	4.4%
> O=C(COC(=O)CNC(=O)c1ccccc1F)Nc1ncc(Cl)cc1Cl
  1.6	75	1.1%[50 µM]	5.7%
> COC(=O)[C@H](CCSC)NC(=O)Cn1cnc(C(=O)Nc2ccc(C)c(C)c2)n1
  2.0	49	-0.1%	6.0%
> CN(CC(=O)Nc1c(Cl)cccc1Cl)C(=O)Cn1[nH]c(=O)c2ccccc2c1=O
  0.1	57	0.7%[50 µM]	1.1%
> O=C(COC(=O)CNC(=O)c1ccc([N+](=O)[O-])o1)Nc1ncc(Cl)cc1Cl
  7.8	51	-0.8%[50 µM]	4.9%
> COc1cccc(OC)c1C(=O)OCc1c(-c2ccccc2)ncc2ccccc12
  -0.6	43	1.7%	0.6%
> CCOC(=O)c1c(C)[nH]c(C(=O)OCC(=O)NC2(C#N)CCCCC2)c1C
  1.1	64	1.5%[50 µM]	3.4%
> CC(=O)c1sc(NC(=O)CS(=O)(=O)c2ccccc2)nc1C
  -0.8	63	1.2%[50 µM]	-1.4%
> CCCCN(C(=O)C1CSC2(C)CCC(=O)N12)c1c(N)n(Cc2ccccc2)c(=O)[nH]c1=O (stereo not given)
  0.1	70	0.4%[50 µM]	6.0%
> Cc1ccc(NC(=O)C2CCN(S(=O)(=O)c3ccc4c(c3)OCCO4)CC2)c(O)c1
  0.8	57	0.2%[50 µM]	13.3%
> Cc1cc(NC(=O)CSc2nnc(-c3cccc(F)c3)n2N)no1
  3.9	70	1.0%[50 µM]	5.1%
> CNC(=O)c1c(NC(=O)CCS(=O)(=O)c2ccc(C)cc2)sc2c1CCN(C(=O)OC)C2
  0.0	45	1.9%[50 µM]	2.6%
> CC(=O)Nc1ccc(S(=O)(=O)NCCC(=O)NCc2ccncc2)cc1
  -0.5	60	0.5%[50 µM]	9.2%
> O=C(NCC1CCCO1)c1ccc(-c2ccccc2Cl)o1 (stereo not given)
  -0.7	48	2.1%[50 µM]	6.5%
> Cc1cccc(C)c1NC(=O)COC(=O)CN1C(=O)C2CCCCC2C1=O (stereo not given)
  3.1	61	1.0%[50 µM]	3.2%
> O=C(COC(=O)COc1ccc(Br)cc1)NC1CCCCCC1
  -0.3	58	0.5%[50 µM]	3.5%
> COc1ccc(S(=O)(=O)NCCOc2ccc(Cl)cc2)cc1
  -1.3	86	0.7%[50 µM]	5.0%
> CCOC(=O)CCC(=O)Nc1cc(S(=O)(=O)N2CCOCC2)ccc1N1CCCCC1
  1.6	51	0.3%[50 µM]	0.2%
> O=C(Nc1ccccc1)c1nc[nH]c1C(=O)NCCCNC(=O)c1[nH]cnc1C(=O)Nc1ccccc1
  0.2	66	0.7%	11.6%
> N#Cc1ccc(OCC(=O)N2CCCC2=O)cc1
  -1.3	46	1.1%[50 µM]	4.4%
> COC(=O)c1ccc(NC(=O)COc2cccc3c2OC(C)(C)C3)cc1
  3.3	41	-0.6%[50 µM]	4.8%
> Cc1nnc2sc(-c3ccc(NC(=O)c4ccc(-c5ccc(Cl)cc5Cl)o4)cc3)nn12
  -1.9	79	2.8%	9.6%
> CS(=O)(=O)c1ccc(N2CCN(S(=O)(=O)c3cccs3)CC2)c([N+](=O)[O-])c1
  -0.7	58	0.5%[50 µM]	6.0%
> O=C(Nc1cccc(S(=O)(=O)N2CCOCC2)c1)C1COc2ccccc2O1 (stereo not given)
  0.5	72	0.9%[50 µM]	7.8%
> CCCCCCSc1ccc([C@H]2N[C@@](Cc3ccccc3)(C(=O)OC)[C@H]3C(=O)N(CC)C(=O)[C@@H]23)cc1
  8.5	56	0.3%	7.8%
> CC(OC(=O)c1ccc(-n2cnnn2)cc1)C(=O)Nc1ccccc1[N+](=O)[O-] (stereo not given)
  1.5	57	0.3%[50 µM]	4.9%
> Cc1ccc(OCCC(=O)OCC(=O)NC(=O)c2ccccc2)cc1
  -1.2	62	0.1%[50 µM]	2.2%
> COc1ccc(CN2C(=O)c3ccccc3C2=O)cc1C(=O)N(C)CC(=O)Nc1c(C)cccc1C
  4.5	78	0.2%[50 µM]	2.7%
> COc1ccccc1-c1sc2ccccc2c1C#Cc1ccc(N(C)C)cc1
  12.4	45	0.6%	13.5%
> O=C(c1ccncc1)N1CCN(S(=O)(=O)c2ccccc2F)CC1
  6.2	56	2.6%	-3.9%
> CCOc1ccc(-c2cccc(NC(=O)c3ccco3)c2)nn1
  1.2	61	3.1%[50 µM]	-0.8%
> Cc1cccc(NC(=O)CNC(=O)C23CC4CC(CC(Cl)(C4)C2)C3)n1
  1.3	56	-0.1%[50 µM]	-0.4%
> O=C(c1ccc(F)cc1)N1CCC(C(=O)N2CCN(c3ncccn3)CC2)CC1
  -0.3	58	4.3%	0.5%
> O=C(Cc1ccc(S(=O)(=O)N2CCOCC2)s1)NCC(=O)Nc1ccccc1Br
  0.2	80	-1.3%	5.2%
> Cc1cccc(C(=O)N(C)c2nnc(-c3ccncc3)s2)c1
  2.5	64	-1.7%	5.6%
> COc1cc(C(=O)OCC(=O)NC23CC4CC(CC(C4)C2)C3)cc(OC)c1OC
  0.4	60	0.5%[50 µM]	0.2%
> CC1CCCC(C)N1C(=O)COC(=O)C1CCN(S(=O)(=O)c2c(Cl)cccc2Cl)CC1 (stereo not given)
  0.2	62	0.4%[50 µM]	9.4%
> COC(=O)c1ccc(C2=NOC(C)(c3nnc(Cc4ccccc4)o3)C2)cc1 (stereo not given)
  -3.1	92	1.3%	10.1%
> c1ccc2c(C[C@@H]3CNCCN3CCCCC3CCCCC3)cccc2c1
  2.6	51	-2.3%	1.3%
> Cc1ccc(SCCC(=O)OCC(=O)Nc2ccc(C(N)=O)cc2)cc1
  2.9	51	0.0%[50 µM]	2.5%
> O=C(CN1CCSC1=O)N1CCN(S(=O)(=O)c2ccc(F)cc2)CC1
  -0.1	51	0.8%[50 µM]	11.0%
> COc1ccc(N(C)S(=O)(=O)c2cccc(C(=O)OC(C)C(=O)NC3CCCCC3C)c2)cc1 (stereo not given)
  1.1	79	0.5%[50 µM]	3.1%
> CC12CCC(=O)N1C(C(=O)NNC(=O)COc1ccc(Br)cc1)CS2 (stereo not given)
  0.7	71	1.0%[50 µM]	4.6%
> O=S(=O)(N/N=C1\CCCc2ccccc21)c1ccccc1
  -2.2	61	-0.6%	6.1%
> Cc1ccccc1OCC(=O)OCC(=O)Nc1ccc2c(c1)OCO2
  -1.5	58	0.5%[50 µM]	4.3%
> N#Cc1ccc(NC(=O)CSc2nc3[nH]c(=O)cc(O)c3s2)cc1
  -2.2	59	-0.2%[50 µM]	3.8%
> Nc1nc(SCC(=O)Nc2ncc(Cl)cc2Cl)n[nH]1
  -0.6	95	0.8%[50 µM]	6.1%
> CCCN(C(=O)COC(=O)CC1CCCCC1)c1c(N)n(Cc2ccccc2)c(=O)[nH]c1=O
  -0.6	67	1.4%[50 µM]	4.8%
> CCOC(=O)c1c(CC(C)C)csc1NC(=O)COC(=O)C1=NNC(=O)CC1
  3.3	54	0.8%[50 µM]	5.0%
> CCCCCC(=O)Nc1cc(S(=O)(=O)N2CCOCC2)ccc1N1CCCCC1
  1.0	53	-0.4%[50 µM]	5.4%
> CSc1cccc(NC(=O)CNC(=O)c2ccc3c(c2)OCO3)c1
  -0.2	67	1.9%[50 µM]	7.8%
> CC1CCCCC12NC(=O)N(CC(=O)NCCc1ccc(S(N)(=O)=O)cc1)C2=O (stereo not given)
  1.9	100	0.9%[50 µM]	7.3%
> COc1ccccc1[C@H]1C(c2cccc(C)c2)=NN(c2ccccc2)[C@@H]1CO
  7.1	74	-0.1%	6.6%
